aSyn tox rescue = rescues yeast growth from alpha-synuclein toxicity. Potency, µM (series often up to 46.1 µM), without a hit: at the top dose growth rescue (activation), hits mostly activators. AID 1347070. S. cerevisiae alpha-synuclein toxicity rescue, BacTiter-Glo growth, 24 h. 94,000 tested, 0.02% active; active means well fitted activation curve with a large enough effect; inconclusive means small, poorly fitted or top-dose-only effect; further: 0% is about no effect
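Growth restoration measured by BacTiter-Glo luminescence after 24 hr at 30 deg C; alpha-synuclein yeast, raffinose-pregrown to mid-log, were added at OD600=0.02 in galactose medium onto pinned compounds.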
Numbers without * were called inactive; ? = inconclusive; [ ] = another dose, or the depositor's remark. Potency means the concentration at half of the fitted maximal effect.

SMILES	aSyn tox rescue
O=C(Nc1ccc2oc(-c3cccc4c(Br)cccc34)nc2c1)c1ccc(Br)cc1	-3%
COc1cc(/C=C(\C#N)C(N)=O)ccc1OS(=O)(=O)c1ccc(C)cc1	13%
Cc1ccccc1C1CC(c2ccc(F)cc2)Nc2nc(N)nn21 (stereo not given)	-10%
CC(C)Oc1ccc(CNC(=O)c2ccc(CS(=O)Cc3ccccc3Cl)o2)cc1 (stereo not given)	-4%
Cc1ccc(S(=O)(=O)Nc2ccc3c(c2)C(=O)N([C@H](C)CO)C[C@H](C)[C@H](CN(C)C(=O)Nc2cccc4ccccc24)OCCCC[C@@H](C)O3)cc1	1%
CC1Oc2ccccc2C=C1/C=N/NC(=O)c1ccccc1 (stereo not given)	-9%
CCN(CC)c1ccc(NC(=O)Cn2cc3c(n2)CCCC3)c(C)c1	-8%
COc1cccc(C(=O)NCCS(=O)(=O)NCc2ccco2)c1	11%
COc1cccc(C(=O)Nc2c(C(=O)N3CCN(c4ccc(F)cc4)CC3)oc3ccccc23)c1	-4%
COC1=C(Nc2ccc(O)cc2)C(=O)c2ccccc2C1=O	-12%
CC(=O)NCC1(c2ccccc2)CCN(CCCC(=O)c2ccc(F)cc2)CC1	6%
CCOC(=O)C1CCN(C(=O)c2nn(-c3ccc(OC)cc3)c(=O)c3c2c2ccccc2n3C)CC1	9%
CC(C)Oc1ccc(C(=O)NCC(c2ccc(N(C)C)cc2)N2CCc3ccccc32)cc1 (stereo not given)	7%
CCC(C(=O)NCc1ccccc1OC)n1nc(C)n2c(cc3sccc32)c1=O (stereo not given)	8%
CCc1ccc(NC(=O)CCNS(=O)(=O)c2ccc3c(c2)CCCC(=O)N3)cc1	-4%
CCCn1cc(S(=O)(=O)c2ccc(C)c(C)c2)c(=O)c2cc(F)c(N3CCC(C)CC3)cc21	4%
Cc1ccc2sc(N(CCCN(C)C)C(=O)c3nc4ccccc4s3)nc2c1C	-27%
CCn1cc(C(=O)O)c(=O)c2cc(F)c(N3CCN(C(=S)Nc4ccccc4OC)CC3)cc21	-7%
C[C@H]1CN([C@@H](C)CO)C(=O)CCCn2cc(nn2)CO[C@@H]1CN(C)S(=O)(=O)c1ccc2ccccc2c1	-9%
CCn1cc([C@@H]2C[C@H]3CN(Cc4cccc(Cl)c4)C(=O)[C@]34CCCN24)cn1	5%
CN1CCN(C(=O)/C(=C/c2ccccc2F)NC(=O)c2ccccc2)CC1	-7%
NC(=O)COC(=O)c1ccc(C(=O)C(=O)c2ccccc2)cc1	4%
COc1ccc(C)cc1NS(=O)(=O)c1cc2c3c(c1)CC(=O)N3CCC2	-4%
Clc1ccc(-c2csc(-c3nc(-c4ccc(Br)s4)cs3)n2)cc1	1%
Clc1ccc(-c2nnc(-c3ccccc3)nc2-c2c[nH]c3ccccc23)cc1	2%

(cont.)
SMILES	aSyn tox rescue
CCc1ccc(NC(=O)CSc2ccc(-c3ccccn3)nn2)cc1	?
CCOc1ccc(NN=C(C(=O)OC)C(=O)OC)c([N+](=O)[O-])c1	-2%
Cc1ccccc1OCCNc1cc(N2CC(C)NC(C)C2)ccc1[N+](=O)[O-] (stereo not given)	-3%
Cc1cccc(CC(=O)Nc2ccc3nc(N4CCC(C)CC4)cc(C)c3c2)c1	-8%
CCOCCCNCc1ccc(OCc2ccc(F)cc2)c(OC)c1	11%
Cc1cccc(NS(=O)(=O)c2ccc(C(=O)N3CCCCCC3)cc2)c1C	1%
COCCCNC(=O)C1CCCN(S(=O)(=O)c2ccc3c(c2)oc(=O)n3C)C1 (stereo not given)	-7%
Cc1cc(N/N=C/c2ccc([N+](=O)[O-])o2)nc2ccccc12	5%
Cc1[nH]n(-c2ccccc2)c(=O)c1C=Nc1ccc(S(N)(=O)=O)cc1	-9%
CC(C)N(Cc1ccccc1)C(=S)NCCN1CCOCC1	-5%
CCCCCN1C(=O)/C(=C/c2c(N3CCc4ccccc4C3)nc3ccccn3c2=O)SC1=S	2%
CC(=O)Cn1ncc(N2CCOCC2)c(Cl)c1=O	-2%
O=C(NCC(c1ccccc1)c1ccccc1)c1nn(-c2ccccc2Cl)nc1CO	0%
COc1ccc(OC)c2c1cc(C(=O)N[C@H](C(=O)N1CCC(C(=O)O)CC1)C(C)C)n2C	-2%
CC1(C)Cc2nc3oc4c(=O)n(CC(=O)Nc5cccc(Cl)c5)cnc4c3cc2CO1	-10%
COc1cc(NC(=O)c2nc3nc(C)cc(C(F)F)n3n2)c(OC)cc1Cl	-3%
CSc1cccc(NC(=O)CN(C)S(=O)(=O)c2ccc3c(c2)n(C)c(=O)c(=O)n3C)c1	6%
CN(C)C(=O)c1ccc(NC(=O)Cn2nnnc2-c2ccccc2F)cc1	-9%
COc1ccccc1CNC(=O)CCn1c(=O)oc2ccccc21	3%
COc1ccc(Cl)cc1NC(=O)NCC1CCN(Cc2ccccc2F)CC1	3%
Cc1cc(C)c(S(=O)(=O)Nc2cccc(S(=O)(=O)NC3=NCCC3)c2)c(C)c1	1%
c1ccc(OC2CCCCC2N2CCOCC2)cc1 (stereo not given)	1%
COc1ccc(NC(=O)c2sc3nc(-c4cc5cccc(OC)c5oc4=O)[nH]c(=O)c3c2C)cc1	-13%
Cc1ccc(C)c(N2CCN(C(=O)Cn3c(C)c4cnn(-c5ccccc5)c(=O)c4c3C)CC2)c1	7%
O=C(O)c1nn(CCOc2ccc(Cl)cc2Cl)c(=O)c2ccccc12	4%

Next compounds follow:
SMILES	aSyn tox rescue
CC(C)c1ccc(NC(=O)CSC2=Nc3ccccc3C3=NC(CC(=O)NCc4ccc(F)cc4)C(=O)N23)cc1 (stereo not given)	1%
C[C@H](NC(=O)c1ccccc1)C(=O)N1CCN(c2ccccc2)CC1	1%
Cc1cccc(N2C(=O)N(Cc3cc(=O)n4ccccc4n3)c3ccccc3S2(=O)=O)c1	-9%
COc1ccc(-c2noc(-c3cccnc3NCc3ccco3)n2)cc1	2%
CCC(=O)N1CCc2cc(Br)cc(S(=O)(=O)CCC(=O)NCc3ccc(C)cc3)c21	-5%
CCC(C)NC(=O)CCc1c(C)nc2cc(-c3ccc(OC)cc3OC)nn2c1C (stereo not given)	1%
COc1ccc(NC(=O)CSc2nnc(Cc3cccs3)n2C)cc1	11%
O=C(NC(Cc1c[nH]c2ccccc12)C(=O)O)c1cccs1 (stereo not given)	4%
O=C(c1cccc(NS(=O)(=O)c2cccc(F)c2)c1)N1CCN(c2ccccc2)CC1	8%
Cc1ccc(-c2cn3c(n2)sc2cc(C(=O)NC4CCCCCC4)ccc23)cc1	-13%
COc1cccc(C(=O)NCc2cn3ccccc3n2)c1	-9%
CC1CCCCC1NC(=O)c1cc(Cl)nc2ccccc12 (stereo not given)	5%
O=C(COC(=O)CCC(=O)c1cccs1)NCc1ccccc1	-2%
Cc1ccc(Nc2c(-c3ccc(N4CCOCC4)cc3)nc3ccc(C)cn23)cc1	-8%
CCN(CC)S(=O)(=O)c1nnc(NC(=O)c2ccccc2Cl)s1	-25%
CCOc1ccc(CNC(=O)C2CCCN(c3nc4c(C)cc(C)cc4s3)C2)cc1 (stereo not given)	2%
CCCCCC(=O)N1C[C@H](O)[C@@H](n2cc(COC(=O)c3ccccc3)nn2)C[C@@H]1c1ccccc1	-3%
CCCN(CC(=O)Nc1ccc(F)c(F)c1F)C(=O)C1=COCCO1	6%
O=C(c1cc(-c2ccc(O)cc2)on1)N1CCN(c2ccccc2)CC1	0%
CCc1cccc(NC(=O)CC2Oc3ccc(C)cc3NC2=O)c1 (stereo not given)	-10%
CCc1c(C)c2ccc(O)c(CN3CCN(c4ccccc4)CC3)c2oc1=O	2%
CCOc1ccc(CCNC(=O)c2nnc(CS(=O)(=O)c3ccccc3)o2)cc1OCC	-1%
COc1ccc(S(=O)(=O)N2CCC(C(=O)NC3CC3)CC2)cc1C	5%
Cc1cc(C)n(-c2c(C)[nH]c3ccccc23)n1	3%
CCCNc1ccc(-c2nc(-c3ccccn3)no2)cc1[N+](=O)[O-]	-6%

An excerpt from the list above, as a working copy:
SMILES	aSyn tox rescue
O=C(Nc1ccc2oc(-c3cccc4c(Br)cccc34)nc2c1)c1ccc(Br)cc1	-3%
COc1cc(/C=C(\C#N)C(N)=O)ccc1OS(=O)(=O)c1ccc(C)cc1	13%
Cc1ccccc1C1CC(c2ccc(F)cc2)Nc2nc(N)nn21 (stereo not given)	-10%

(further entries)
SMILES	aSyn tox rescue
Cc1ccc(S(=O)(=O)N2CCCc3cc(NS(=O)(=O)c4ccc(F)c(C)c4)ccc32)cc1	0%
Cc1ccc(C)c(NC(=O)c2cc(S(=O)(=O)N3CCCCCC3)ccc2F)c1	-11%
O=C(CCNC(=O)c1ccccc1Cl)Nc1ccc(S(=O)(=O)N2CCOCC2)cc1	8%
CN(CC(=O)Nc1ccc(Cl)c(C(F)(F)F)c1)C(=O)C1CC(=O)N(c2ccc3c(c2)OCCO3)C1 (stereo not given)	4%
Cc1ccc(-n2c(SCc3ccccc3C)nc3[nH]ncc3c2=O)cc1C	5%
CCc1c(O)nc(SCC(=O)N(CC)CC)[nH]c1=O	7%
Cc1ccc(C)c(NC(=O)CSc2c3c(nc4ccc(Cl)cc24)CCCC3)c1	5%
Cc1cc(C)nc(NS(=O)(=O)c2ccc(NC(=S)NC(=O)c3ccco3)cc2)n1	2%
Cc1ccc(C)c(-n2c(CCC(=O)O)ccc2-c2ccc(Cl)cc2)c1	-82%[inhibitor]
COc1ccc(Nc2cc(=O)n(-c3ccccc3)c3c2c(=O)n(C)c(=O)n3C)cc1	-4%
C/C=C/c1ccc(OCC(O)CN2CCCCC2CC)c(OC)c1 (stereo not given)	9%
O=C(NC1CCCc2ccccc21)c1ccc2c(c1)sc1nc(-c3ccccc3)cn12 (stereo not given)	-14%
CCOC(=O)c1c(C)[nH]c(C(=O)N2CCCC(C(=O)c3ccccc3OC)C2)c1C (stereo not given)	9%
Cc1cc(SCC(=O)OCC(=O)N(C)C2CCS(=O)(=O)C2)c(C)cc1Br (stereo not given)	4%
O=C(NCc1cccc(Br)c1)C1CCN(C(=O)c2sccc2-n2cccc2)CC1	2%
Cc1ccc(NC(=O)CN2C(=O)COc3ccc(S(=O)(=O)N4CCCCC4)cc32)cc1N(C)C	7%
CCNC(=O)CSc1nnc(-c2cccc(S(=O)(=O)N3CCOCC3)c2)o1	-2%
CCOc1ccccc1CNc1ncnc2onc(-c3ccc(F)cc3)c12	-7%
Cn1c(Cn2c(=O)sc3ccccc32)nnc1SCC(=O)NCc1ccc(F)cc1	3%
CCc1cccc(CC)c1N1C(=O)CSCC1=O	0%
Cc1ccc(/C=C/c2ccc(N(C)C)cc2)[n+](C)c1	-4%
COc1ccc(S(=O)(=O)c2cnc(SCC(=O)Nc3cc(F)ccc3C)[nH]c2=O)cc1Cl	-1%
COC(=O)c1sc2nc(SCc3cccc(Cl)c3)n(N)c(=O)c2c1C	6%
CCn1cc(C(=O)O)c(=O)c2cc(F)c(N3CCN(C(=S)NC(=O)c4cccc(C)c4)CC3)cc21	5%
CCCCCCc1cc2cc(-c3nnc(-c4ccc(C)cc4)o3)c(=O)oc2cc1O	8%

Next results
SMILES	aSyn tox rescue
NC(=O)c1nsc(C(=O)N(CC(=O)NC2CCCC2)c2cccc(C(F)(F)F)c2)c1N	-5%
CCN(CC)CCNC(=O)c1cc2c(=O)[nH]c3ccc(C)cc3c2s1	-7%
O=C(CCSc1ccccn1)Nc1ccc(Br)cc1	-9%
COc1cccc(NC(=O)CSc2nnc(Cn3cnc([N+](=O)[O-])n3)n2C)c1	-7%
COc1cc(C2CC(=O)Nc3c2c(C)nn3-c2nncc(-c3ccc(C)cc3)n2)cc(OC)c1OC (stereo not given)	-15%
O=S(=O)(Nc1nc2ccccc2nc1Cl)c1cccc(C(F)(F)F)c1	-18%
COc1ccc(C(CNC(=O)C(C)c2ccc3cc(OC)ccc3c2)N(C)C)cc1 (stereo not given)	4%
CC(=O)Nc1cccc(Nc2nc3ccccc3n3c(C)nnc23)c1	-3%
O=C(COc1ccc(F)cc1)Nc1nnc(S(=O)(=O)N2CCc3ccccc32)s1	4%
CCS(=O)(=O)N1CC(=O)N(c2cccc(Cl)c2C)C(C)(C(=O)NC2CCCCC2)C1 (stereo not given)	-11%
Cc1ccc(-c2nnc(SCC(=O)NCc3ccccc3)nc2-c2ccc(C)cc2)cc1	2%
Cn1c(=O)c2c(ncn2CC(=O)Nc2nccs2)n(C)c1=O	-11%
COc1cc(NC(=O)CN2CCN(CC(=O)Nc3ccc(F)cc3)CC2)cc(OC)c1	3%
CC(=O)n1nc(-c2cccnc2)nc1NCc1ccc(F)cc1	-24%
CCOC(=O)c1cc(-c2ccccc2)n(CC(=O)Nc2ccccc2OCC)c1C	-3%
CCN(CC)CCNC(=O)c1ccc(NC(=O)C2CC(=O)N(c3ccc4c(c3)OCCO4)C2)cc1 (stereo not given)	-13%

Reformatted field by field: part of the list above.
Cc1cccc(NS(=O)(=O)c2ccc(C(=O)N3CCCCCC3)cc2)c1C
  aSyn tox rescue = 1%

COCCCNC(=O)C1CCCN(S(=O)(=O)c2ccc3c(c2)oc(=O)n3C)C1 (stereo not given)
  aSyn tox rescue = -7%

Cc1cc(N/N=C/c2ccc([N+](=O)[O-])o2)nc2ccccc12
  aSyn tox rescue = 5%

Cc1[nH]n(-c2ccccc2)c(=O)c1C=Nc1ccc(S(N)(=O)=O)cc1
  aSyn tox rescue = -9%

Some of the compounds tested; count on the stated rates, not on these rows.
